Compound activity from PubChem BioAssay.
IDE cell activ = IDE (human) activation, cell-based. 340,000 compounds, 0.073% hits. HEK cells, FAbeta-B cleavage, fluorescence polarization; 0% vehicle, 100% cell-free pure enzyme wells. AID 493087. P14735. activation, % at 5.96 µM;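 active means activation above the mean of all tested compounds plus 3 SD, set per screening campaign, cut at about 17% in these data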
MEKK3 PB1 HTS = modulators (inhibitors or enhancers) of MEK5 binding to human MEKK3 PB1 domain. bead-based flow cytometry, Alexa488-MEK5 binding to MEKK3; actives lie on both sides; 0 = blocked by unlabeled MEK5, 100 = vehicle. binding response (% of control), % at 10 µM. 290,000 compounds, 1.4% hits;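 active means binding response more than 3 SD above or below the average of its plate-row segment, actives on both sides; inconclusive means wells at one plate position flagged as instrument error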;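 further: Alexa488 bead fluorescence after subtracting the streptavidin-only scavenger bead signal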
Target sequence (Q99759 whole entry, looked up, the tested form may be a part): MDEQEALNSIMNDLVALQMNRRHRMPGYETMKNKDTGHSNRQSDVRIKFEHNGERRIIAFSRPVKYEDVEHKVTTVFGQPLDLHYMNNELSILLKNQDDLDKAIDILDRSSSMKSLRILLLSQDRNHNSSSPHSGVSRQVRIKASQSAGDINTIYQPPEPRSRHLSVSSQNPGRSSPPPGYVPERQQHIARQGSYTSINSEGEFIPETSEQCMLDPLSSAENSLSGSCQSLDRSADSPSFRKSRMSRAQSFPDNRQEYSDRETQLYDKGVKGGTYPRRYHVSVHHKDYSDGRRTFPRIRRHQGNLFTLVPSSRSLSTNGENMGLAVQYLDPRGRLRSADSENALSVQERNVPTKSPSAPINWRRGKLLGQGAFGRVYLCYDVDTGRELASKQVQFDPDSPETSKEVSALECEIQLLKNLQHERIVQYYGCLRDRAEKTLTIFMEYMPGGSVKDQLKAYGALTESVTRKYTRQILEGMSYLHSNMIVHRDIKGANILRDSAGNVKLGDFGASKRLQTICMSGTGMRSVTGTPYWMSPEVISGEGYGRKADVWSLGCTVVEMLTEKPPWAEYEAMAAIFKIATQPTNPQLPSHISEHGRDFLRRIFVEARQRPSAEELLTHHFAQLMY
M18AAP inhibitor = blocks P. falciparum M18 aspartyl aminopeptidase. recombinant PfM18AAP, H-Glu-NHMec fluorogenic cleavage. inhibition, % at 7.35 µM. 290,000 compounds, 1.2% hits;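 active means inhibition above the campaign mean inhibition over all tested compounds plus 3 SD, cut at about 28% in these data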;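 further: 0% = plate median of test compound wells and 100% = 2 mM ZnCl2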
NALP1 yeast inh = NALP1 inhibition; 280,000 compounds, 0.61% hits; S. cerevisiae NALP1/ASC/caspase-1 growth, X-gal OD620, 72 h; inhibition, % at 10 µM; AID 2071; in the data active means inhibition mostly above about 24%, no sharp cut-off; inactive means mostly below about 32%; further: some compounds called inactive have numbers as strong as hits
p-CIP stab down = lowers stability of the mouse p/CIP coactivator protein | Q05BA5 | 290,000 compounds, 0.01% hits | decrease of EGFP signal, % at 10 µM | F442A p/CIP-EGFP cells, EGFP fluorescence, 16 h;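 active means EGFP signal decrease of at least 30% at 10 µM or well 3 SD below plate mean, unless failing retest; inactive means the rest, including hits failing retest or dose response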; further: some compounds called inactive have numbers as strong as hits; many of its hits are not listed in these tables
SUMO HTRF inh = blocks human SUMOylation mediated by UBC9; HTRF SUMOylation assay, SAE1/SAE2 + UBC9, in vitro; inhibition, % at 35 µM; 290,000 compounds, 0.36% hits; AID 2006; in the data active means inhibition above about 50%, passing the limit was not always enough; inconclusive means no clear call, values can overlap the other calls; further: strong numbers were not always called active
Target sequence (P63279 whole entry, looked up): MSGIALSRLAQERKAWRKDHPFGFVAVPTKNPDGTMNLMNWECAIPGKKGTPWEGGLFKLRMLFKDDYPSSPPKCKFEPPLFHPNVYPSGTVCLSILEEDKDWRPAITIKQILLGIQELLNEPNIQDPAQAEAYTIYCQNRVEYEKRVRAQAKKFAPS
IDE inh = cellular human IDE inhibition. P14735. HEK cells, FAbetaB cleavage, fluorescence polarization. 320,000 compounds, 0.41% hits. inhibition, % at 5.59 µM;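 active means percent inhibition above the average of all tested compounds plus 3 SD, set per screening campaign, cut at about 16% in these data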;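 further: IDE supplied by intact live HEK cells; FP after avidin binding of uncleaved biotin substrate so inhibition keeps polarization high; 0% = DMSO wells and 100% = 60 µM reference IDE inhibitor Ii1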
MEKK2 mut-MEK5 = signal of MEK5 binding to mutant human MEKK2 PB1 domain; bead flow cytometry, Alexa488-MEK5 binding to MEKK2 mutant; percent response, % at 10 µM; 290,000 compounds, 0.35% hits; in the data active means percent response above about 24%, passing the limit was not always enough; further: inactives centre near 1; some results filed as inactive read as strong as hits; reference of the scale not given here
MEKK2wt PB1 HTS = raises or lowers MEK5 binding to wildtype human MEKK2 PB1 domain. bead flow cytometry, Alexa488-MEK5 binding to MEKK2 WT; actives lie on both sides. 290,000 compounds, 1.1% hits. binding response (% of control), % at 10 µM; in the data active means binding response below about 67% or above about 130%; inconclusive means no clear call, values can overlap the other calls; inactive means in between
Starred values were filed as active, the others as inactive; ? = inconclusive; . = no result given. Only part of the results is shown (hit frequency here may not be typical).

p-CIP stab down	M18AAP inhibitor	NALP1 yeast inh	IDE cell activ	MEKK3 PB1 HTS	SUMO HTRF inh	MEKK2wt PB1 HTS	IDE inh	MEKK2 mut-MEK5	mol
-13	-9	13	1	106	9	98	7	0	Cc1ccc(C)c(N2CN(Cc3ccco3)CNC2=S)c1
-3	-3	-13	2	151*	-24	123	4	22	O=C(CNC(=O)c1cccc(Br)c1)N/N=C/c1cc(Br)cc(Br)c1O
7	6	26	-1	92	9	91	-1	-3	COc1ccc(Cc2nnc(NC(=O)c3cccs3)s2)cc1OC
-6	1	15	0	104	5	111	3	13	O=C(NC12CC3CC(CC(C3)C1)C2)c1c(Cl)cccc1Cl
1	-4	-2	4	102	-10	100	1	0	COc1ccc(NC(=O)CN(C)C(=O)c2cnc(Cl)c(Cl)c2)cc1
-2	-13	14	2	109	4	109	.	7	CCCCC(O)(c1ccccc1)C(CN1CCOCC1)c1ccccc1 (stereo unspecified)
-2	0	38*	-6	97	-26	94	4	-5	O=C(COCC(=O)Nc1cccc(C(F)(F)F)c1)Nc1cccc(C(F)(F)F)c1
-1	3	24	9	91	8	96	7	-2	O=C(Nc1ccc(N2CCOCC2)cc1)c1ccc(Cl)nc1
6	-3	11	-3	100	-3	101	4	0	O=C(CN1CCOCC1)Nc1nc(-c2ccccc2)cs1
0	0	36	9	106	-2	106	2	3	CN(CC(=O)NCCC1=CCCCC1)S(=O)(=O)c1ccc2c(c1)CCC(=O)N2
2	-5	41	-3	94	-3	91	6	-1	Cc1cc(OCC(=O)Nc2ccc(N3CCN(C(=O)c4ccco4)CC3)cc2)cc(C)c1Cl
-6	7	-1	.	97	-10	99	1	0	CC1CCc2cc(F)ccc2N1C(=O)C12CCC(C)(C(=O)O1)C2(C)C (stereo unspecified)
-15	-9	5	4	95	8	94	-6	-1	CC1CCCC(C)N1C(=O)COC(=O)CCC1CCCC1 (stereo unspecified)
-5	-12	9	5	97	8	99	0	6	CCSc1nnc(NC(=O)c2csc(C)c2)s1
-45	8	5	6	109	8	103	.	16	Nc1nc(N)c2[nH]c(-c3ccccc3)nc2n1
-10	-5	15	0	103	.	106	0	8	Cc1cccc(NC(=O)CCc2nnc3ccc(N4CCC(C)CC4)nn23)n1
-23	-3	0	6	105	14	106	-4	14	CC(C)Oc1ccc(C(=O)O)c(C(=O)O)c1
-2	-4	2	.	.	-8	.	-2	.	Cc1c2c(nc3c(C(=O)NC4CCCCC4C)cnn13)CCCC2 (stereo unspecified)
-1	-3	4	0	102	-16	99	2	-1	CSC(=NC#N)N1CCN(C(c2ccccc2)c2ccccc2)CC1
-2	-1	16	2	99	-3	102	-2	2	CC(O)CNCc1ccc(-c2ccccc2)cc1 (stereo unspecified)
-3	-5	2	2	94	7	93	0	-4	Cc1ccc(C)c(CN2C(=O)COc3ccccc32)c1
3	-2	-4	1	87	-12	75	-4	-14	CC(C)OCCCNC(=S)Nc1ccc2nc3n(c(=O)c2c1)CCCCC3
-6	3	7	5	106	17	105	0	4	Cc1nc2c(S(=O)(=O)c3ccccc3)cnn2c(C)c1C
-9	3	-10	3	93	14	95	-3	-3	Cc1ccc(S(=O)(=O)CC(=O)Nc2ccc(Cl)cn2)cc1
3	-8	2	5	100	6	102	2	3	O=C(Cn1cc([N+](=O)[O-])cn1)N1CCc2ccccc21
-9	-6	13	4	98	19	101	0	-6	CN(C)S(=O)(=O)c1cccc(NC(=O)c2cc(=O)[nH]c(=O)[nH]2)c1
-5	-1	8	0	103	0	100	.	4	C/C(=N\NC(=O)Cc1c(Cl)cccc1Cl)c1cccnc1
4	-1	7	-2	94	-4	94	3	-1	Cc1cccc(C)c1NC(=O)CNc1ncnc2sc(C)c(C)c12
-1	2	11	-4	101	-5	96	-1	0	Cn1cc(/C=C(\C#N)C(=O)Nc2ccccc2O)c2ccccc21
-14	0	55	-2	105	-17	104	4	0	CC1(C)NC(=O)N(CCCCOc2ccc3ccccc3c2Cl)C1=O
-4	4	10	0	109	5	104	0	6	CS(=O)(=O)N(CC(=O)NCC1CCCO1)c1cc(Cl)cc(Cl)c1 (stereo unspecified)
5	0	0	0	59	-5	69	.	-6	Cc1ccc(-c2cc3nc(-c4ccccc4)cc(N4CCOCC4)n3n2)cc1
1	-1	-8	1	104	17	104	-5	3	O=C(COc1ccc2ccc(=O)oc2c1)NCC(O)c1ccccc1 (stereo unspecified)
-2	-6	17	5	96	-1	91	-5	-1	COc1cc(OC)cc(C2=NCCN2)c1
-1	-11	35	1	101	4	99	1	-1	COc1ccc(CNCc2cccc(Cl)c2)cc1
9	-4	11	5	100	1	99	-2	-4	CCNC(=O)CN(c1ccc(F)cc1)S(=O)(=O)c1ccc2c(c1)OCCO2
2	9	11	4	107	-16	112	0	5	NCC(c1ccccc1Cl)c1c[nH]c2ccccc12 (stereo unspecified)
0	-1	49	2	110	-2	108	0	7	COc1cccc(NC(=O)Cn2cnc3sc(C)c(S(=O)(=O)N4CCCCC4)c3c2=O)c1
-2	-4	9	.	105	-3	115	7	4	CCCCn1c(=N)n(CC(=O)c2ccc(OC)cc2)c2ccccc21
-8	26	.	1	85	17	83	3	-21	NC(=O)N/N=C/c1c(O)ccc2oc3c(c12)CCCC3
-2	3	15	6	109	-28	120	-3	5	Cc1ccc(C)c(Oc2cc(NC(=O)CCCn3nc(C)c([N+](=O)[O-])c3C)cc([N+](=O)[O-])c2)c1
-5	15	3	10	105	32	98	-7	2	O=C1C(NS(=O)(=O)c2cccs2)=C(N2CCOCC2)C(=O)c2ccccc21
0	-2	7	4	100	6	105	-5	-3	COc1cc(Cl)ccc1OCc1cc(C(=O)N(C)C2CC(C)(C)NC(C)(C)C2)no1
3	-2	41	-1	107	0	107	-3	-1	CC(C)[C@H](NS(=O)(=O)c1ccccc1)C(=O)OCC(=O)Nc1ccc2c(c1)OCO2
-4	-3	0	2	95	12	95	4	1	COC(=O)c1cccc(NC(=O)c2cccnc2)c1
-12	-15	-3	8	99	-2	99	-5	-2	CCOC(=O)N1CCC(Nc2c(-c3ccccc3)c(=O)c2=O)CC1
7	7	13	-1	99	0	103	-4	3	O=C(CN1C(=O)c2ccccc2S1(=O)=O)c1ccc(OC(F)F)cc1
-14	2	5	4	101	1	98	3	-2	CC(=O)c1ccc(N2C(=O)NC3(CCCCC3)C2=O)cc1
-5	-3	25	4	96	6	100	3	-1	Cc1onc(C(=O)N2C(C)CCCC2C)c1[N+](=O)[O-] (stereo unspecified)
7	20	-5	7	99	-4	97	2	-4	O=C1CCCC2=C1C(c1ccc3c(c1)OCO3)c1c([nH]n(-c3ccccc3)c1=O)N2 (stereo unspecified)
6	43*	35	-1	94	-1	102	-3	1	Cc1c(O)ccc(/C=N/Nc2ncccc2[N+](=O)[O-])c1O
-4	4	11	4	94	4	90	-3	-3	Nc1nnc(SCC(=O)OCC(=O)c2ccccc2)s1
13	-3	-10	-1	104	-1	95	4	-5	COc1ccc(OC)c(NC(=O)CSc2nnc3ccc(-c4ccncc4)nn23)c1
-2	-6	-11	4	98	-10	102	-3	2	Cc1c(CCO)c(=O)n(-c2ccccc2)n1S(=O)(=O)c1c(Cl)cc(Cl)cc1Cl
-30	-5	4	5	94	17	97	-1	-3	CC(=O)Nc1ccc(NC(=O)CSc2nnc3c4ccccc4n(C)c3n2)cc1
2	-7	11	-3	105	10	105	0	1	CCCn1c(N2CCN(S(=O)(=O)Cc3ccccc3)CC2)nc2ccccc21
-4	4	16	5	101	-8	107	2	4	Cc1ccc(C)c(NC(=O)CCc2ccc(C)o2)c1
-8	4	-1	1	.	16	.	13	.	CCCCn1c(=S)[nH]c2ncccc2c1=O
7	-9	12	-3	95	13	96	-1	-5	Cc1ccc(C(=O)Nc2ncc(C)s2)s1
10	9	2	2	103	12	103	9	0	O=c1ccc(-c2nc3ccccc3n2Cc2ccc(Cl)cc2)c[nH]1

(list continues)
p-CIP stab down	M18AAP inhibitor	NALP1 yeast inh	IDE cell activ	MEKK3 PB1 HTS	SUMO HTRF inh	MEKK2wt PB1 HTS	IDE inh	MEKK2 mut-MEK5	mol
-5	-5	2	4	100	5	104	1	-1	CCCN1CCC(=O)N(CCO)CC1
3	0	-2	4	104	-6	105	-3	5	Cc1ccc(-c2cc(C(=O)NCc3cccs3)no2)cc1
-10	2	10	-4	109	13	109	0	11	Cc1ccccc1-n1nc2c(c1NC(=O)c1cccc(F)c1)CS(=O)C2 (stereo unspecified)
-5	-1	34	6	98	11	99	8	-2	COc1ccc(/C(C)=N/OCC(=O)N=Nc2c(O)[nH]c3ccc(Br)cc23)cc1
12	3	.	-1	94	-5	93	3	-2	COc1ccc(/C=C/C(=O)NC(=S)Nc2ccc(N3CCN(C(C)=O)CC3)cc2)cc1
0	-4	10	-3	99	5	93	0	-2	Cc1cc(C(=O)CN2C(=O)C(=O)N(Cc3ccccc3)C2=O)c(C)n1CC1COc2ccccc2O1 (stereo unspecified)
-12	1	17	-4	106	11	96	.	-5	CCN1CCN(Cc2nc3c(c(=O)n(C)c(=O)n3C)n2CCc2ccccc2)CC1
-5	6	.	-2	106	15	105	4	1	COc1ccc2[nH]cc(C(=O)CCl)c2c1
8	-9	-8	1	80	13	102	-5	5	C=CCC1(O)C(=O)N2C(=C1C(=O)N1CCOCC1)c1ccccc1CC2(C)C (stereo unspecified)
4	-7	16	0	108	0	114	0	3	CC(C)NC(=O)c1ccc(-c2cc(C(F)(F)F)ccc2Cl)o1
3	5	14	2	101	21	106	13	5	CCOc1ccc2nc3sc(C(=O)N4CCN(C)CC4)c(N)c3cc2c1
-2	0	-2	-4	97	5	97	-2	-2	O=C(Cn1c(CN2CCCCC2)nc2ccccc2c1=O)NC1CCCCC1

Looked up above:
Cc1ccccc1-n1nc2c(c1NC(=O)c1cccc(F)c1)CS(=O)C2 (stereo unspecified) | IDE inh = 0
COc1ccc(/C=C/C(=O)NC(=S)Nc2ccc(N3CCN(C(C)=O)CC3)cc2)cc1 | IDE cell activ = -1
Cc1ccc(-c2cc(C(=O)NCc3cccs3)no2)cc1 | IDE inh = -3
CC(C)NC(=O)c1ccc(-c2cc(C(F)(F)F)ccc2Cl)o1 | IDE cell activ = 0
C=CCC1(O)C(=O)N2C(=C1C(=O)N1CCOCC1)c1ccccc1CC2(C)C (stereo unspecified) | M18AAP inhibitor = -9

Reprinted at random: two entries already listed
p-CIP stab down	M18AAP inhibitor	NALP1 yeast inh	IDE cell activ	MEKK3 PB1 HTS	SUMO HTRF inh	MEKK2wt PB1 HTS	IDE inh	MEKK2 mut-MEK5	mol
-5	-5	2	4	100	5	104	1	-1	CCCN1CCC(=O)N(CCO)CC1
-5	-1	34	6	98	11	99	8	-2	COc1ccc(/C(C)=N/OCC(=O)N=Nc2c(O)[nH]c3ccc(Br)cc23)cc1

Next results.
p-CIP stab down	M18AAP inhibitor	NALP1 yeast inh	IDE cell activ	MEKK3 PB1 HTS	SUMO HTRF inh	MEKK2wt PB1 HTS	IDE inh	MEKK2 mut-MEK5	mol
-16	3	-9	3	104	-3	102	-2	5	Cc1ccc2c(c1)sc1nc(=O)n(-c3ccccc3)c(=O)n12
-18	-7	.	-3	99	31	96	9	-2	CN(Cc1ccccc1)S(=O)(=O)c1ccc(OCC(=O)N2CCC(C(N)=O)CC2)cc1
-6	10	32	-3	90	?	93	8	-4	O=C(/C=C/c1ccco1)Nc1cccc(NC(=O)/C=C/c2ccco2)n1
0	-11	-11	0	103	-1	103	3	0	Cc1ccc(C(=O)NCc2ccc(Cl)c(Cl)c2)o1
-12	-3	-17	3	.	13	.	1	.	Cc1ccc(-c2nc(CS(=O)CC(=O)N3CCN(c4ncccn4)CC3)c(C)o2)cc1 (stereo unspecified)
-3	-2	-6	3	106	5	106	8	9	CCOc1nc2cnccc2n(CC(=O)Nc2cccc(C)c2)c1=O
